TMEM16A inh: mouse TMEM16A channel inhibition, primary screen | HEK293 TMEM16A/YFP iodide influx fluorescence, ionomycin | Q8BHY3 | normalized B-score (activity score, 25-100; higher = stronger inhibition) at 10 µM | 1.2% of 310,000 active | AID 588511;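 active = ratio plate-corrected score three or more library SD toward inhibition, starting fluorescence score within five deviations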;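 also: score derived from kinetic fluorescence span divided by baseline fluorescence per well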
HDAC3 inhib: inhibitors of human histone deacetylase 3; O15379; recombinant HDAC3, fluorogenic peptide/trypsin coupled, fluorescence; inhibition, % at 8.3 µM; 0.15% of 320,000 active; AID 2718; in the data active = inhibition above about 26%, passing the limit was not always enough
Target sequence (O15379 whole entry, looked up): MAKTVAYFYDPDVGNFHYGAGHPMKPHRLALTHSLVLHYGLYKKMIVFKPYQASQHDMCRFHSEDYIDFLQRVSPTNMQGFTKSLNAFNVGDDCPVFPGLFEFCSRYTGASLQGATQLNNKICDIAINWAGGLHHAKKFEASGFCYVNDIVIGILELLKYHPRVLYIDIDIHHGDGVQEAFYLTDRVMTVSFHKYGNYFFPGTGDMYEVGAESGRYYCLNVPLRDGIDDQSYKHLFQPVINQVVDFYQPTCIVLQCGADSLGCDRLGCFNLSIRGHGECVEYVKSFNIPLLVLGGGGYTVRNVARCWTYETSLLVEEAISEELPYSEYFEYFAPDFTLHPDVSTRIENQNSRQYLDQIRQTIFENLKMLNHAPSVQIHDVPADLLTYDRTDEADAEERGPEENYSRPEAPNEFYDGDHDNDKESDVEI
KCNK3 block: human KCNK3 channel inhibition, primary screen; CHO-KCNK3 thallium flux, FluxOR fluorescence; stronger effect = lower value; B-score at 10 µM; 0.84% of 340,000 active; O14649;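 active = B-score under library mean minus 4 SD, starting fluorescence ratio at most library mean plus 5 SD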;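 also: more negative B-score means stronger inhibition of thallium flux through KCNK3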
Target sequence (O14649 whole entry, looked up): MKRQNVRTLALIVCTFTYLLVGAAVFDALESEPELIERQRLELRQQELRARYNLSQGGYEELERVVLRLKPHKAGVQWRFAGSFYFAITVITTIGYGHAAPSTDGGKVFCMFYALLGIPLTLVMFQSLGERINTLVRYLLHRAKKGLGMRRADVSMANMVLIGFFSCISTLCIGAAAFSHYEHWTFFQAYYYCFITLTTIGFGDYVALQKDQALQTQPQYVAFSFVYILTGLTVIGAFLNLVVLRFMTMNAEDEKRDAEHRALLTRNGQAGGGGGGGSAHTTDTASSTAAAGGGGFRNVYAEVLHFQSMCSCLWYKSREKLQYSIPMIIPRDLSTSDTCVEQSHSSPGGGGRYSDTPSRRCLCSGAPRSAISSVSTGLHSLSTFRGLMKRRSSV
ANO1 activ: activators or potentiators of mouse TMEM16A chloride channel; Q8BHY3; HEK293 TMEM16A/YFP-H148Q/I152L, iodide quench fluorescence; stronger effect = lower value; B-score at 10 µM; 0.3% of 340,000 active;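 active = fluorescence-ratio B-score plate-corrected deviation score at least 3 library SD below zero, with starting fluorescence score within 5 deviations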;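 also: channel opened by trigger with iodide after compound preincubation; score built on the fluorescence ratio of max minus min over baseline; more negative score means more quench and so TMEM16A activation or potentiation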
DYRK1A inh: blocks rat Dyrk1A kinase activity; Q63470; ADP-Glo luminescence, NFATc1 peptide; inhibition, % at 12.5 µM; 0.43% of 310,000 active; in the data active = inhibition above about 50%;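 also: plate controls were vehicle with enzyme for no effect and no enzyme for full effect; many of its hits are not listed in these tables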
* = called active by the depositor; i = inactive; . = no result given; & = joins results of further samples.

Under each structure: TMEM16A inh	HDAC3 inhib	KCNK3 block	ANO1 activ	DYRK1A inh
C[C@]12CCC3C(CC[C@H]4C[C@@H](O)CC[C@]34C)C1C[C@@H](Br)[C@H]2O (some centres not stated)
  .	-3.0	.	.	.
C[C@@H]1C2C[C@@]34COC(=O)C3=CC=C[C@H]4[C@@]13C[C@H](c1ccoc1)O[C@@H]3O2
  i	-6.1	.	.	.
N#CC1c2ccccc2-n2nncc2CN1S(=O)(=O)c1ccccc1 (configuration not stated)
  .	.	i	.	.
CCOC(=O)c1cc2c(cn1)[C@H](CCO)NC2
  .	.	i	.	.
O=C(Nc1ccccc1)N1Cc2ccccc2-n2nncc2C1
  .	.	i	.	.
O=C(NC1CCCCC1)N1Cc2ccccc2-n2nncc2C1
  .	.	i	.	.
CC(=O)N1Cc2cnnn2-c2ccccc2C1(C#N)Cc1ccccc1 (configuration not stated)
  .	.	i	.	.
CN1OC[C@@H]2CN[C@H](c3ccccc3Br)C[C@@H]21
  .	.	i	.	.
N#CC1c2ccccc2-n2nncc2CN1S(=O)(=O)c1cc(Cl)cc(Cl)c1 (configuration not stated)
  .	.	i	.	.
CCCCOC(=O)c1ccccc1N
  .	.	i	i	.
C[N+](C)(C)CC1CCCC(C[N+](C)(C)C)C1=O (configuration not stated)
  .	.	i	i	.
CC12CCC3C(CCC4CC(=O)C(C(O)C(F)(F)F)CC43C)C1CCC2O (configuration not stated)
  .	.	i	i	.
COc1ccccc1C=C1C(=O)NC(=S)NC1=O
  .	.	i	i	.
O=C1NC(=O)N(Cc2ccccc2)C(=O)C1Cc1ccccc1 (configuration not stated)
  .	.	i	i	.
NC(=Nc1ccccc1)NN=Cc1c[nH]c2ccccc12
  .	.	i	i	.
Cc1cc(C(=O)OCC(=O)Nc2c(F)cccc2F)c(C)n1C1CC1
  .	.	i	i	.
O=P(Oc1ccccc1)(Oc1ccccc1)N1CCOCC1
  .	.	i	i	.
O=C(Nc1ccc(Cl)cc1)N1CC1
  .	.	i	i	.
O=C1NC(=O)C(Cc2ccccc2)(Cc2ccccc2)C(=O)N1
  .	.	i	i	.
S=P(NCCSCc1ccccc1)(N1CC1)N1CC1
  .	.	i	i	.
O=C1CC(=O)N(Cc2ccccc2)C(=O)N1
  .	.	i	i	.
Cc1ccc2c(c1)NP(=S)(Oc1ccccc1)N2 (configuration not stated)
  .	.	i	i	.
N#Cc1ncc(N=Cc2ccc(N(CCCl)CCCl)cc2)s1
  .	.	i	i	.
O=P(O)(Oc1ccccc1)c1ccccc1
  .	.	i	i	.
CC(=O)NC1=C(N2CC2C)C(=O)C(NC(C)=O)=C(N2CC2C)C1=O (configuration not stated)
  .	.	i	i	.
ClCCN(CCCl)c1ccc(C=NNc2ncccn2)cc1
  .	.	i	i	.
O=C1NC(=S)NC(=O)C1=Cc1ccc(OCc2ccccc2)cc1
  .	.	i	i	.
CC(C)(C)N1CC(C(=O)c2ccccc2)C1c1ccccc1 (configuration not stated)
  .	.	i	i	.
CC1(CCO)C(=O)NC(=S)NC1=O
  .	.	i	i	.
CCCCC1(CCO)C(=O)NC(=S)NC1=O
  .	.	i	i	.

Three entries from above, reformatted.
Molecule,TMEM16A inh,HDAC3 inhib,KCNK3 block,ANO1 activ,DYRK1A inh
C[C@@H]1C2C[C@@]34COC(=O)C3=CC=C[C@H]4[C@@]13C[C@H](c1ccoc1)O[C@@H]3O2,i,-6.1,.,.,.
S=P(NCCSCc1ccccc1)(N1CC1)N1CC1,.,.,i,i,.
CC(=O)N1Cc2cnnn2-c2ccccc2C1(C#N)Cc1ccccc1 (configuration not stated),.,.,i,.,.

Going on with the list.
Under each structure: TMEM16A inh	HDAC3 inhib	KCNK3 block	ANO1 activ	DYRK1A inh
C=CCC1(Cc2ccsc2)C(=O)NC(=O)NC1=O
  .	.	i	i	.
C1CCC(NC2CCCCC2)CC1
  .	1.9	i	i	.
Nc1ccccc1C(=O)OCCc1ccccc1
  .	-9.6	i	i	.
C=CCOC(=O)c1ccccc1N
  .	-0.2	i	i	.
COc1ccc2[nH]c(C)c(CCNCc3cn(C)c4ccccc34)c2c1
  .	8.2	i	i	.
CCOP(=O)(OCC)OCC
  .	-14.8	i	i	.
CCCCOC(=O)c1ccccc1C(=O)OCc1ccccc1
  .	-22.6	i	i	.
O=[N+]([O-])c1ccccc1Cl
  .	-3.6	i	i	.
Oc1cc(O)cc(/C=C/c2ccc(O)cc2O)c1
  .	3.2	i	i	.
COC(=O)C1=C(c2ccc(F)cc2OCc2ccccc2)C[C@@H]2CC[C@H]1N2C(=O)NCc1cccc(F)c1
  .	5.4	i	i	.
CCN(CC)c1ccccc1
  .	-6.6	i	i	.
COc1ccc(C(=O)Nc2cccc(S(=O)(=O)NCc3ccco3)c2)cc1
  .	2.2	i	i	.
CCC(=O)c1ccc(OCC(=O)N2CCN(CC(=O)Nc3ccccc3C(F)(F)F)CC2)cc1
  .	-8.6	i	i	.
OCCCCO
  .	-12.3	i	i	.
Nc1cc(Cl)cc(C(=O)O)c1Cl
  .	-9.6	i	i	.
Nc1c(Br)cc([N+](=O)[O-])cc1[N+](=O)[O-]
  .	-0.7	i	i	.
CCC(=O)c1ccc(OCC(=O)N2CCN(CC(=O)Nc3ccc(C)cc3)CC2)cc1
  .	1.5	i	i	.
CCCCCCCCn1sccc1=O
  .	-0.3	i	i	.
CCOC(=O)C1(c2ccccc2)CCN(CCC(=O)Nc2ccc(C(=O)OC)cc2)CC1
  .	-2.0	i	i	.
C[C@]12CC[C@H](O)CC1=CC(=O)C1C2CC[C@]2(C)C(=O)[C@H](O)CC12 (some centres not stated)
  .	0.7	i	i	.
Nc1cc(Cl)cc(Cl)c1
  .	-3.6	i	i	.
Oc1ccc(Cl)c(Cl)c1
  .	-7.7	i	i	.
Brc1ccc(Oc2cc(Br)c(Br)cc2Br)c(Br)c1
  .	-1.7	i	i	.
O=[N+]([O-])c1cc(Cl)c(Cl)cc1Cl
  .	-10.4	i	i	.
COC(=O)C1=C(c2ccc(OC)c(OC)c2)C[C@@H]2CC[C@H]1N2C(=O)NCCO
  .	0.5	i	i	.
Cc1ccccc1N
  .	4.6	i	i	.
CC1C(=O)OC2CCN3CC=C(COC(=O)C(C)(O)C1(C)O)C23 (configuration not stated)
  .	.	i	i	1.7
CCCC(C)CC1(CCO)C(=O)NC(=S)NC1=O (configuration not stated)
  .	.	i	i	0.1
O=[N+]([O-])/C=C/c1c(Cl)cccc1Cl
  .	.	i	i	-1.3
CC12C=CC(=O)C=C1CCC1C2C(O)CC2(C)C1CCC2(C)O (configuration not stated)
  .	.	i	i	3.8
CC1[C@H]2Cc3ccc(O)cc3[C@]1(C)CCN2CCc1ccccc1 (some centres not stated)
  .	.	i	i	-20.3
CC(C)=CCN1CC[C@@]2(C)c3cc(O)ccc3C[C@@H]1C2C (some centres not stated)
  .	.	i	i	-9.3
NP(=O)(Nc1ccccc1)Nc1ccccc1
  .	.	i	i	-7.8
CC12CCC3C(CCC4(O)CC(O)CCC34C=O)C1(O)CCC2C1=CC(=O)OC1 (configuration not stated)
  .	.	i	i	1.4
CC1CCOC(=O)C=CC=CC(=O)OC2CC3OC4C5OC5(C)C(O)CC4(COC(=O)C1O)C2(C)C31CO1 (configuration not stated)
  .	.	i	i	0.6
O=C1NC(=O)C2(CCN(c3ccccc3)CC2)C(=O)N1
  .	.	i	i	-3.0
Cc1nc2cc(-c3ccc(Cl)cc3)nn2c(C)c1CCC(=O)N1CCC2(CC1)OCCO2
  .	.	i	i	-5.6
COC1=C(C)C(=O)C2=C(C1=O)C(CO)N1C(C#N)C3CC4C(C1C2N1CCOC41)N3C (configuration not stated)
  .	.	i	i	-3.4
CCOP(=O)(CCP(=O)(OCC)OCC)OCC.C[CH2][Sn]([Cl])([Cl])[CH2]C
  .	.	i	i	-1.3
COc1cc(/C=C2\C(=O)NC(=O)N(c3ccccc3)C2=O)c([N+](=O)[O-])cc1OC
  .	.	i	i	6.1
CNC(=O)Oc1ccccc1C1CCCCC1
  .	.	i	i	0.1
CC(=O)Nc1nc(CCl)cs1
  .	.	i	i	9.3
CN(C(=O)Oc1cccc2ccccc12)C1C=CCC1 (configuration not stated)
  .	.	i	i	3.0
COCCCNP1(=O)OCC(C)([N+](=O)[O-])CO1 (configuration not stated)
  .	.	i	i	2.6
CC1(C)CCCN1CCC(C(N)=O)(c1ccccc1)c1ccccc1
  .	.	i	i	4.8
c1cnc(OCCN2CC2)cn1
  .	.	i	i	-1.4
COc1ccc2c3c1O[C@H]1C(=O)CC[C@H]4[C@@H](C2)N(C)CC[C@]314
  .	.	i	i	7.1
c1ccc2c(c1)cc1ccc3cccc4ccc2c1c34
  .	.	i	i	4.6
OC(CNCc1ccccc1)c1ccc(Cl)cc1 (configuration not stated)
  .	.	i	i	-2.7
COC(=O)Nc1nc2ccccc2[nH]1
  .	.	i	i	-0.3
COc1ccc(N2C(=O)C(=O)N(c3ccc(OC)cc3)P2(=O)N(CCCl)CCCl)cc1
  .	.	i	i	-2.9
Cn1c(=O)c2c(nc(-c3ccc(N(CCCl)CCCl)cc3)n2C)n(C)c1=O
  .	.	i	i	3.5
CCOC(=O)C1(c2ccccc2)CCN(CC(O)c2ccc(NC(C)=O)cc2)CC1 (configuration not stated)
  .	.	i	i	10.7
CC12CCC3C(CCCC4CC(=O)CCC43C)C1CCC2O (configuration not stated)
  .	.	i	i	8.8
Nc1ccc(CC2=NCCN2)cc1
  .	.	i	i	12.5
CC1C2Cc3ccc(O)cc3[C@]1(C)CCN2CCc1ccccc1 (some centres not stated)
  .	.	i	i	2.6
CCOP(=O)(NC(C)C)Oc1ccc(SC)c(C)c1 (configuration not stated)
  .	.	i	i	3.7
CCOC(=O)[C@]12Cc3cc(Cl)ccc3[C@H]1N(Cc1ccccc1)C(=O)c1ccccc12
  .	.	i	i	-2.6
N#Cc1cn(C2OC(CO)C(O)C2O)c2ncnc(N)c12 (configuration not stated)
  .	.	i	i	2.2
Oc1ccc2c3c1OC1c4oc5ccccc5c4C[C@@]4(O)[C@@H](C2)N(CC2CC2)CC[C@]314 (some centres not stated)
  .	.	i	i	1.4

More results
Under each structure: TMEM16A inh	HDAC3 inhib	KCNK3 block	ANO1 activ	DYRK1A inh
CC(N)Cc1c[nH]c2ccc(O)cc12 (configuration not stated)
  .	.	i	i	4.7
CCC(=O)O[C@H]1CC[C@H]2[C@@H]3CCC4=CC(=O)CC[C@]4(C)[C@H]3CC[C@]12C
  .	.	-8.7*	i	-0.9
O=C1NC(=O)C(Nc2ccc(Cl)c(Cl)c2)C(=O)N1
  .	.	i	i	3.0
CC12CCC3C(CC=C4CC(O)CCC43C)C1CC(=CN1CCOCC1)C2=O (configuration not stated)
  .	.	i	i	-4.1
CC1NC(=O)NC(=O)C1Br (configuration not stated)
  .	.	i	i	3.6
O=C(CF)N(O)c1ccc(C=Cc2ccccc2)cc1
  .	.	i	i	-4.2
Cc1nn(CC(C)C)c(Cl)c1C(=O)NC1CCCCC1
  .	.	i	i	14.1
O=[N+]([O-])c1oc2ccc3ccccc3c2c1CCO
  .	.	i	i	2.2
CCC1CN1P(=O)(N1CCCC1)N1CC1CC (configuration not stated)
  .	.	i	i	-3.8
NCCc1cc(O)c(O)cc1O
  .	.	i	i	7.8&9.9
COc1cc(C=C2C(=O)NC(=O)NC2=O)ccc1OCc1ccc([N+](=O)[O-])cc1
  .	.	i	i	-0.3
COc1cc2c(cc1OC)C13CCN4CC5CCOC6CC(=O)N2C1C6C5CC43 (configuration not stated)
  .	.	i	i	3.9
Oc1c(Br)cc(-c2ccccc2)cc1Br
  .	.	i	i	-0.8
CCC1(CCC(C)C)C(=O)NC(=S)NC1=O
  .	.	i	i	-2.6
NC(=O)c1c(Br)n(C2OC(CO)C(O)C2O)c2ncnc(N)c12 (configuration not stated)
  .	.	i	i	64.7*
CC1C(=O)OC2CCN3CC4OC4(COC(=O)C(C)(O)C1(C)O)C23 (configuration not stated)
  .	.	i	i	-5.5
CCOC(=O)[C@]12Cc3cc(OC)ccc3[C@H]1N(Cc1ccccc1)C(=O)c1ccccc12
  .	.	i	i	0.2
C[C@]12CCC3C(CC[C@H]4C[C@H](O)CC[C@]34C)C1C[C@H](O)[C@H]2O (some centres not stated)
  .	.	i	i	6.6
CCOc1cc(C=C2C(=O)NC(=S)NC2=O)ccc1O
  .	.	i	i	4.5
CN1CN(c2ccccc2)C2(CCN(CCCSc3ccccc3NC(=O)/C=C/c3ccccc3)CC2)C1=O
  .	.	i	i	1.5
CCC1(Oc2ccccc2)C(=O)NC(=O)NC1=O
  .	.	i	i	3.5

An excerpt (hit frequency here may not be typical).
